ALOX12 inhib = blocks human 12-lipoxygenase activity; P18054; purified 12-hLO, xylenol orange hydroperoxide absorbance; Potency, µM (top dose mostly 57.1 µM), for the others: top-dose activity change, negative = inhibition, hits mostly inhibitors; 150,000 compounds, 0.12% hits; AID 1452; note: potency is the fitted concentration of half-maximal effect; nearly all actives have a fitted effect of over 55% in size; many of its hits are not listed in these tables
Target sequence (P18054 whole entry, looked up): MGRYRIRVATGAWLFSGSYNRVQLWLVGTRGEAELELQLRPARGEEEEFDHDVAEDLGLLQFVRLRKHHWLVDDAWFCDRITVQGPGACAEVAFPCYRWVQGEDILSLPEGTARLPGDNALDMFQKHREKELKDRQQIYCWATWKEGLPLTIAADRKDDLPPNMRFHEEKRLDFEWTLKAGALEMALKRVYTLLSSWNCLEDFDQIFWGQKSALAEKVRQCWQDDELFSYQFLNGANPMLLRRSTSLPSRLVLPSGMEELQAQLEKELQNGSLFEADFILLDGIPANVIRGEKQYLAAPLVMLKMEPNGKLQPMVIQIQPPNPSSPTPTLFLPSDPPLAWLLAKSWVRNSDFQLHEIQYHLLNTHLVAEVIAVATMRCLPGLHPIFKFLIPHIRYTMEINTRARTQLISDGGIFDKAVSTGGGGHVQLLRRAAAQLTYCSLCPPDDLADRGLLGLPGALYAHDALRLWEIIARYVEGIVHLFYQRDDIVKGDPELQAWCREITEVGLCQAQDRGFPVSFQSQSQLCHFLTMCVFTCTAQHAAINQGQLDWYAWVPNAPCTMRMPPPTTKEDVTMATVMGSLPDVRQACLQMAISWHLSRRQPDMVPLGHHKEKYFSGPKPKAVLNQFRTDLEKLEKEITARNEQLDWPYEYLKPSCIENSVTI
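Lipoxygenase turnover measured by absorbance at 573 and 405 nm after Fe-XO development. Human 12hLO 150 nM, arachidonate 40 uM, pH 7.0 Hepes buffer with detergent; 15 min compound preincubation, 30 min reaction.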
15-hLO-2 inh = inhibitors of human 15-lipoxygenase 2 (ALOX15B). O15296. purified 15hLO-2, xylenol orange hydroperoxide absorbance. Potency, µM (titrated, usually from 57.1 µM), without a hit: at the top dose activity change, negative = inhibition, usual class: inhibitors. 110,000 compounds, 0.56% hits. AID 881; note: potency is the fitted concentration of half-maximal effect; nearly all actives have a fitted effect of over 60% in size; many of its hits are not listed in these tables
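Purified human 15hLO-2 (50 nM final) preincubated with compounds 15 min at room temperature in 25 mM Hepes pH 7.5, 0.01% Triton X-100, then 45 uM arachidonic acid added for 90 min; hydroperoxide detected via ferrous/xylenol orange, 573/405 nm absorbance ratio.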
IMPase inh = cell-permeable inhibitors of inositol monophosphatase (IMPase). inhibition (IP1 accumulation), % at 46.1 µM. AID 901. CHO-M1 cells, IP1 accumulation, HTRF TR-FRET ratio. 120,000 tested, under 10 active; active = well fitted curve in the direction sought with a large enough effect in the signal ratio, not every such curve was filed as active; inconclusive = small, poorly fitted or top-dose-only effect, or a change in a side signal; inactive = no such curve, though single readings can be large or run the other way; the % refers to the signal ratio;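 note: cells stimulated with carbachol in lithium chloride buffer; plate controls were DMSO basal wells for no effect and reference inhibitor wells for full effect; higher means more IMPase inhibition seen as more IP1 and lower FRET ratio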
Target sequence (P97697 whole entry, looked up): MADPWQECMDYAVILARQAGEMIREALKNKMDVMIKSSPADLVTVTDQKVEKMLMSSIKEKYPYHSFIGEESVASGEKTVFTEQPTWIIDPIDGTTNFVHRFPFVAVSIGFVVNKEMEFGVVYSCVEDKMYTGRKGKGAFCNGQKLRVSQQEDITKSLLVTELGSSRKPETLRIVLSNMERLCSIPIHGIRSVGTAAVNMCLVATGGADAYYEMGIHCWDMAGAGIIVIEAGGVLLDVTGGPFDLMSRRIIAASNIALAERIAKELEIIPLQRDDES
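Cellular IMPase inhibition is scored as a rise in cytosolic IP1, detected by competitive TR-FRET between d2-labelled IP1 and a europium anti-IP1 antibody. M1-expressing CHO cells were stimulated with carbachol for 30 min at 37C, with lithium (50 mM LiCl) present in the buffer.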
PNC inhibitor = inhibitors of perinucleolar compartment assembly | PC3M PTB-GFP, PNC prevalence imaging, 16 h; hits give low values | activity change (PNC), negative = inhibition, % at 10 µM | 140,000 compounds, 3.1% hits;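 active = readout at or below -70, meaning at least 70% loss of cells showing the perinucleolar compartment, a nuclear body marking cancer cells; inconclusive = readout between -30 and a set limit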;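 note: plate controls were DMSO wells for no effect and camptothecin positive control wells for full effect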
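Read-out is percentage of cells bearing a perinucleolar compartment, from automated 20x imaging of fixed, Hoechst-stained PC3M PTB-GFP cells. Cells were seeded 4 h, then exposed 16 h to compound (23 nl of library stock) in duplicate plates.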
Starred values were filed as active, the others as inactive; ? = inconclusive; . = no result given; [ ] = dose if it differs, or a comment. Unless noted, calls come from the whole dose curve; as a rule, active = well fitted curve in the direction sought with a large enough effect; inconclusive = small, poorly fitted or top-dose-only effect, or another doubt; inactive = no such curve, though single readings can be large; an effect the other way counts as inactive or inconclusive. Unless noted, % is set by controls: 0 for no effect and ±100 for the full control effect. A portion of the library (hit frequency here may not be typical).

nr	molecule	ALOX12 inhib	15-hLO-2 inh
1	CCCCCCCCOC(=O)CCn1[nH]c(=O)c2ccccc2c1=O	-4%	-3%
2	CCOc1ccccc1NC(=O)CN(C)S(=O)(=O)c1cccc2nsnc12	-4%	.
3	CCOc1cc(C2C(C(=O)N3CCCCC3)=C(C)NC3=C2C(=O)CCC3)cc(Br)c1O (stereo not given)	-17%	-8%
4	Cc1c(-c2nnc(-c3ccc(C(F)(F)F)cc3)o2)cnn1-c1ccccc1	-5%	-4%
5	COc1ccc(CNC(=O)c2c(-c3cc(Cl)c(OC)c(Cl)c3)noc2C)cc1	-4%	7%
6	N#CCCN(C(=O)c1ccco1)c1ccccc1	-3%	-1%
7	O=C(N/N=C/c1ccc2ccccc2c1)c1ccc(COc2ccc3c(c2)CCC3)o1	-5%	-6%
8	Cc1cn(-c2ccc(Br)cc2)[nH]c1=O	3%	-7%

nr	IMPase inh	PNC inhibitor
1	-7	15
2	14	199
3	8	17
4	4	34
5	2	22
6	11	30
7	5	2
8	15	?

New compounds follow:
nr	molecule	ALOX12 inhib	15-hLO-2 inh
9	COc1ccc(C2CC(c3ccc(C)cc3)Nc3nc(N)nn32)cc1 (stereo not given)	-3%	34%[activator]
10	COC(=O)[C@H](CCSC)NC(=O)NCCc1ccc(F)cc1	4%	-2%
11	NC(=O)c1ccc(NC(=O)c2ccccc2S(=O)(=O)c2ccccc2[N+](=O)[O-])cc1	-2%	.
12	CCc1ccc(NC(=O)c2cc(C(C)C)on2)cc1	4%	2%
13	O=C(NCc1ccccc1)c1ccc(CN2CCOCC2)cc1	-2%	17%
14	CCn1nnnc1SCC(=O)c1ccc2c(c1)OCCO2	6%	5%
15	O=C(N/N=C\c1ccc2c(c1)OCO2)c1ccco1	0%	.
16	Cc1ccc(NC(=O)CN(C)S(=O)(=O)c2ccc(Br)s2)cc1F	-26%	.

nr	IMPase inh	PNC inhibitor
9	3	-20
10	-3	-11
11	.	6
12	15	11
13	0	5
14	?	33
15	-4	?
16	.	27

(next part)
nr	molecule	ALOX12 inhib	15-hLO-2 inh
17	COc1ccc2c(Cl)cc(NC(=S)Nc3ccccc3)nc2c1	1%[11.4 µM]	-3%[11.4 µM]
18	O=CCCCC=O	3%	-3%
19	Cc1cc(Br)ccc1SCC(=O)OCC(=O)NCc1ccc2c(c1)OCO2	4%	.
20	COC(=O)c1ccc2c(=O)n(Cc3ccco3)c(SCC(=O)Nc3ccccc3Cl)nc2c1	-4%	-30%
21	O=C(CSc1nccn1-c1ncc(C(F)(F)F)cc1Cl)c1ccc(Cl)cc1	-5%	48%[activator]
22	Cc1cc2cc3c(cc2nc1SCC(=O)N1c2ccccc2CC1C)OCO3 (stereo not given)	-6%	.
23	COc1ccc(OC)c(NC(=O)CN(c2ccc(OC)c(Cl)c2)S(C)(=O)=O)c1	-4%	1%
24	Cc1noc(NS(=O)(=O)c2ccc(NC(=O)C34CC5CC(C3)CC(n3cnc(Cl)n3)(C5)C4)cc2)c1C	-2%	.

nr	IMPase inh	PNC inhibitor
17	.	.
18	.	.
19	1	?
20	-4	-26
21	1	15
22	-7	-100*
23	7	36
24	.	12

Following part.
nr	molecule	ALOX12 inhib	15-hLO-2 inh
25	COc1ccc(N(CC(=O)Nc2ccc3c(c2)OCCO3)S(=O)(=O)c2c(C)noc2C)cc1	-2%	1%
26	CCCc1cc(=O)n2[nH]c(Cc3ccccc3)nc2n1	0%	0%
27	COc1ccc(O/C(=N\S(=O)(=O)c2ccccc2)c2ccccc2)cc1	3%	-1%
28	CCOc1ccccc1NC(=O)c1ccc(F)c(S(=O)(=O)N2CCC3(CC2)OCCO3)c1	2%	11%
29	COC(=O)C(Cc1ccccc1)NC(=O)C12CC3CC(CC(C3)C1)C2 (stereo not given)	0%	.
30	CSCCC(NS(=O)(=O)c1ccc2c(c1)OCCO2)C(=O)NCCc1ccccn1 (stereo not given)	-2%	2%
31	CCN(C(=O)CN1CCN(c2ccc(O)cc2)CC1)c1c(N)n(Cc2ccccc2)c(=O)[nH]c1=O	-22%	-6%
32	CCOc1cc(Br)ccc1S(=O)(=O)N1CCC(C(N)=O)CC1	-1%	.

nr	IMPase inh	PNC inhibitor
25	1	101
26	-14	19
27	8	33
28	?	-4
29	0	?
30	-2	77
31	4	-5
32	.	?

Four compounds out of the list above, sorted by their value in 15-hLO-2 inh, high to low.
#	SMILES	15-hLO-2 inh
6	N#CCCN(C(=O)c1ccco1)c1ccccc1	-1%
10	COC(=O)[C@H](CCSC)NC(=O)NCCc1ccc(F)cc1	-2%
7	O=C(N/N=C/c1ccc2ccccc2c1)c1ccc(COc2ccc3c(c2)CCC3)o1	-6%
20	COC(=O)c1ccc2c(=O)n(Cc3ccco3)c(SCC(=O)Nc3ccccc3Cl)nc2c1	-30%

Other results:
nr	molecule	ALOX12 inhib	15-hLO-2 inh
33	O=C(/C=N/O)NCCCn1ccnc1	-1%	-4%
34	Cc1ccc(S(=O)(=O)N2CCC(=O)N(C(COCc3ccccc3)C(C)C)CC2)cc1 (stereo not given)	0%	.
35	Cc1oc(-c2ccc(Cl)cc2)nc1CN1CCC(C(=O)NCCCN2CCOCC2)CC1	3%	37%[activator]
36	Cc1ccc2nc(-c3ccc(N4C(=O)CC(N5CCN(CCO)CC5)C4=O)cc3)sc2c1 (stereo not given)	-3%	.
37	CO/N=C(/CS(=O)c1ccc(Br)cc1)c1ccc(OC)cc1 (stereo not given)	2%	5%
38	CC(C)(C)C1CCC(OCC(O)CN2CCN(Cc3ccccc3)CC2)CC1 (stereo not given)	-1%	.
39	O=C(Nc1nnc(-c2ccncc2)o1)C1CCCCC1	0%	.
40	COC(=O)COc1ccc(-c2nn(C)c(=O)c3ccccc23)cc1	-1%	-4%

nr	IMPase inh	PNC inhibitor
33	1	-8
34	.	22
35	2	-6
36	.	?
37	12	82
38	3	0
39	-7	56
40	14	?

(more compounds)
nr	molecule	ALOX12 inhib	15-hLO-2 inh
41	COC(=O)Cc1cc(=O)n(-c2nc3ccccc3[nH]2)[nH]1	1%	.
42	CC(=O)C1C(c2ccccc2OC(F)F)NC(=O)NC1(O)C(F)(F)F (stereo not given)	2%	-4%
43	CCCCCCCC(=O)NNC(=O)Cc1ccccc1	3%	-9%
44	COc1ccccc1N1CCN(CC(=O)c2c(C)n(C)c3ccccc23)CC1	-1%	8%
45	Cc1cnc(NC(=O)COc2ccccc2Cl)s1	0%	9%
46	O=C(NC1(C(F)(F)F)C(=O)Nc2c1c(=O)[nH]c(=O)n2Cc1ccccc1)c1ccc(Cl)cc1 (stereo not given)	1%	-2%
47	c1ccc(Cn2c(SCc3nc4ccccc4s3)nnc2-c2ccco2)cc1	-16%	-17%
48	O=C(O)C1CC=CCC1C(=O)Nc1ccc(F)c(F)c1 (stereo not given)	-2%	0%

nr	IMPase inh	PNC inhibitor
41	-16	-100*
42	3	8
43	14	-1
44	-2	15
45	3	?
46	8	-19
47	5	?
48	9	-19

Next entries:
nr	molecule	ALOX12 inhib	15-hLO-2 inh
49	Cc1ccc(-n2c(C)cc3c2CCCC3=O)cc1	2%	-21%
50	CC(C)Cc1nnc(NC(=O)CCC(=O)N2CCOCC2)s1	0%	-4%
51	COc1ccccc1NC(=O)C1=C(C)Nc2nc(-c3ccccc3)nn2C1c1ccccn1 (stereo not given)	3%	2%
52	CCSc1nnc([C@H](C)NC(=O)OC(C)(C)C)o1	-3%	6%
53	O=C(c1ccc2snnc2c1)N1CCCC1	5%	-4%
54	CC(C)Cn1c(CNC(=O)c2ccccc2)nc2ccccc21	1%	44%[activator]
55	CCC1NC(=S)N(C2CCCCC2)C1=O (stereo not given)	-1%	0%
56	Cc1nc(-c2cccnc2)sc1C(=O)Nc1ccc(C(F)(F)F)cc1	1%	29%

nr	IMPase inh	PNC inhibitor
49	10	7
50	2	?
51	1	94
52	-2	4
53	-6	?
54	2	4
55	-2	1
56	4	-13

Further records:
nr	molecule	ALOX12 inhib	15-hLO-2 inh
57	CCOC(=O)c1nnn(-c2nonc2N)c1COc1cc(C)c(Cl)c(C)c1	-6%	2%
58	COc1ccc(S(=O)(=O)N2CCN(CC(=O)Nc3cc(C(F)(F)F)ccc3Cl)CC2)cc1	1%	9%
59	CC(=O)NC1(C(F)(F)F)N=C2SCCN2C1=O (stereo not given)	5%	9%
60	CSc1nc(SC)c2c3c(oc2n1)COC(C)(C)C3	1%	-15%
61	O=C(NCC1CCCO1)c1cc2c(s1)CS(=O)(=O)C2 (stereo not given)	-3%	2%
62	O=C(Oc1ccccc1)N1CCC[C@@]2(CCN(c3ncccn3)C2)C1	5%	-3%
63	Cc1ccc(/C=C/C(=O)NCCCN2CCN(CCCNC(=O)/C=C/c3ccc(C)o3)CC2)o1	-4%	.
64	CCc1ccccc1NC(=O)CSc1nc2n[nH]c(C)c2c(=N)n1-c1ccc(OC)cc1	2%	.

nr	IMPase inh	PNC inhibitor
57	11	9
58	11	83
59	4	?
60	1	41
61	8	?
62	.	.
63	.	-22
64	1	-1

(more compounds)
nr	molecule	ALOX12 inhib	15-hLO-2 inh
65	CC1CCCCC1NC(=O)c1cncc(Br)c1 (stereo not given)	3%	10%
66	Cn1c(Cn2nnc3ccccc32)nnc1SCC(=O)N1c2ccccc2Sc2ccccc21	0%	-15%
67	Cc1cccc(NC(=O)c2ccc(OCC(=O)NCc3ccccc3)cc2)c1C	-6%	-9%
68	O=C(c1ccc([N+](=O)[O-])cc1)N1CCOC12CCN(c1ncc(C(F)(F)F)cc1Cl)CC2	-1%	1%
69	COc1ccc(Cl)cc1NC(=S)N1CCN(C(=O)c2ccco2)CC1	-5%	-11%
70	CC(C)C(c1nnnn1C1CCCCC1)N1CCc2ccccc2C1 (stereo not given)	-8%	-2%
71	COc1cccc(C(c2sc3ncnn3c2O)N2CCN(C(=O)c3ccco3)CC2)c1 (stereo not given)	2%	.
72	Cc1ccc(-c2csc3nc(C)n(N)c(=O)c23)o1	-4%	-1%

nr	IMPase inh	PNC inhibitor
65	6	-81*
66	-10	1
67	-3	3
68	1	-12
69	1	-15
70	3	9
71	-1	-18
72	-5	25

Continued.
nr	molecule	ALOX12 inhib	15-hLO-2 inh
73	COC(=O)/C(=C/c1ccc(OC)cc1)NC(=O)c1ccco1	-1%	.
74	O=C(Nc1cc(Sc2nc3ccccc3s2)cc([N+](=O)[O-])c1)c1ccccc1F	-7%	-18%
75	Cc1cccc(NC(=O)COC(=O)Cc2c[nH]c3ccccc23)c1C	-3%	.
76	O=c1c2c(-c3ccc([N+](=O)[O-])cc3)csc2nc2n1CCC2	5%	.
77	O=C(CN1CCOCC1)Nc1nc2ccc(F)cc2s1	1%	-5%
78	Cc1ccc(N=Cc2ccc[nH]2)c(O)c1	-25%	-20%
79	COc1ccc(N2CCCn3c2nc2c3c(=O)n(Cc3ccccc3F)c(=O)n2C)cc1	0%	6%
80	COc1ccc(-c2noc(CN3CCC(Cc4ccccc4)CC3)n2)cc1	-4%	20%

nr	IMPase inh	PNC inhibitor
73	-8	?
74	2	17
75	-1	14
76	8	-18
77	-3	12
78	14	46
79	4	30
80	4	?

Other records.
nr	molecule	ALOX12 inhib	15-hLO-2 inh
81	CCCc1c(O)nc(SCCN(CC)CC)[nH]c1=O	-9%	-4%
82	COc1ccc(C)cc1S(=O)(=O)Nc1ccc(F)cc1	-10%	2%
83	COc1cc(C(=S)N2CCOCC2)cc(OC)c1OC(=O)Cc1ccc(F)cc1	-2%	.
84	Cc1ccc(N2CCN(C3=NC(=O)/C(=C\c4cn[nH]c4-c4ccccc4)S3)CC2)cc1	-7%	.
85	Cc1ccc(C)c(C(=O)COc2ccccc2[N+](=O)[O-])c1	-2%	.

nr	IMPase inh	PNC inhibitor
81	1	?
82	13	-22
83	.	-5
84	6	13
85	?	?

Screening data from PubChem BioAssay.
